# TPT1 inhibitor: blocks Candida albicans tRNA 2'-phosphotransferase; recombinant caTPT1, FP RNA substrate dephosphorylation; inhibition, % at 5 µM; 0.81% of 300,000 active; AID 1962;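 active = inhibition above the mean of all tested compounds plus 3 SD, set per screening campaign, cut at about 24% in these data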;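 note: plate controls were DMSO alone for no effect and ferristatin control at 100 nM for full effect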
# GASC-1 inh: blocks human GASC-1 demethylase activity; Q9H3R0; GST-JMJD2C(1-420) H3K9me3 demethylation, DELFIA europium; inhibition, % at 2.35 µM; 0.069% of 330,000 active;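 active = more than half of a compound's replicate wells show inhibition beyond 50%, single wells judged on their own value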;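 note: signal counts dimethyl H3K9 product captured on neutravidin plate; 0% = median of DMSO wells and 100% = 0.3 times that DMSO median; strong numbers were not always called active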
# Target sequence (Q9H3R0 1-420 limits assumed): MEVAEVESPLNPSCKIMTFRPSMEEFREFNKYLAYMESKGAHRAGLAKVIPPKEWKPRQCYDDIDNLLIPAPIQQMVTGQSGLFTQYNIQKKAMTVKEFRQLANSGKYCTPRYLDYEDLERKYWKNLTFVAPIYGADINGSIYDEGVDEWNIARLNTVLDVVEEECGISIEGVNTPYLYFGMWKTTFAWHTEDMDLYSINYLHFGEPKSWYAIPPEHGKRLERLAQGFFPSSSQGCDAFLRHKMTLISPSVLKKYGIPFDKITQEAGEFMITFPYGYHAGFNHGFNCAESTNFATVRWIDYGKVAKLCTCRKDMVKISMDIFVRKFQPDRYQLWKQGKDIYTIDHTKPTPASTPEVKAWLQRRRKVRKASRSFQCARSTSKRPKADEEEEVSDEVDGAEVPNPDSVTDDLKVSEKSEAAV
# ZTA counter: counter-screen for EBNA-1 inhibitors: inhibitors of Epstein-Barr virus ZTA; P03206; ZTA-DNA binding, fluorescence polarization; inhibition, % at 11 µM; 0.15% of 320,000 active; in the data active = inhibition above about 33%
# Target sequence (P03206 whole entry, looked up): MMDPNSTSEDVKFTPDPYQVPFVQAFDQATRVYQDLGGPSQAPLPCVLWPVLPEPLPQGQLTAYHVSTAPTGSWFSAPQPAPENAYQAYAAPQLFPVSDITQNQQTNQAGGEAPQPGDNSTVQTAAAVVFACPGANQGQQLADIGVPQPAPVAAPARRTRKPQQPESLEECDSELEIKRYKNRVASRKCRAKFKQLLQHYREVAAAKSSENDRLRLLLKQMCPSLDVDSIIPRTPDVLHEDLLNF
# PP1 inh: PP1-alpha (human) inhibition in PP5 counter-screen | P62136 | purified PP1alpha, OMFP fluorescence | inhibition, % at 6.7 µM | 0.9% of 320,000 active;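 active = inhibition above the mean inhibition of all tested compounds plus 3 SD, computed separately for each screening campaign, cut at about 15% in these data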
# Target sequence (P62136 whole entry, looked up): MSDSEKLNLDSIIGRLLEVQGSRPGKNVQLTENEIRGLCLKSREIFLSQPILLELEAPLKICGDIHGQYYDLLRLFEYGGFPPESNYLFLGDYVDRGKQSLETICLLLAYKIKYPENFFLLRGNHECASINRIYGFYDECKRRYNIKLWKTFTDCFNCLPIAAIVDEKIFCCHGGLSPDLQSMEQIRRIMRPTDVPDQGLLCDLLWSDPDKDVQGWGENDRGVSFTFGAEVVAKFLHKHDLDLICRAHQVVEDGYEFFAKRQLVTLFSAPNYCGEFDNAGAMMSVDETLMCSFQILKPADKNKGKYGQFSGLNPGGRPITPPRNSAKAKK
# PP5 primary: blocks human protein phosphatase 5 activity | inhibition, % at 6.7 µM | purified PP5c, OMFP substrate fluorescence | AID 1987 | 0.18% of 320,000 active | P53041;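 active = inhibition above the campaign's mean inhibition across all tested compounds plus 3 SD, cut at about 9.5% in these data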;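 note: 0% = DMSO only and 100% = 100 µM cantharidin control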
# EBNA-1 inhibitor: blocks EBNA-1 binding to DNA; 0.34% of 300,000 active; EBNA-1 DNA binding, fluorescence polarization; AID 1950; inhibition, % at 14.8 µM; in the data active = inhibition above about 28%
# core dimer inh: blocks dimerization of HCV core protein; inhibition, % at 5 µM; 0.33% of 300,000 active; TR-FRET GST/Flag-core106 dimerization, 1536-well;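 active = inhibition above the mean of all tested compounds plus 3 SD, set per screening campaign, cut at about 45% in these data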
#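 Assay system – GST-tagged and Flag-tagged HCV core protein residues 1-106 · Quantity – core106 proteins, GST 13.5 nM and Flag 17 nM · Benchmarks – unlabelled core106 and no-GST-core106 wells · Read-out basis – percent inhibition of core106 dimerization signal · Detection – time-resolved FRET, ex 340 nm, em 617 and 671 nm · Schedule – 4 h at 22.5 °C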
# Fh CTSL1 inh: blocks F. hepatica cathepsin L1 in PFM18AAP counter-screen; recombinant F. hepatica cathepsin L1, Z-Leu-Arg-MCA fluorescence; 0.49% of 300,000 active; inhibition, % at 5.96 µM;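 active = inhibition above the mean of all tested compounds plus 3 SD, set per screening campaign, cut at about 17% in these data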;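 note: 0% = plate median of test compound wells and 100% = 1 µM Z-Phe-Ala-diazomethylketone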
# Yeast superoxide: caloric restriction mimetics inhibiting age-related superoxide in yeast; 0.18% of 330,000 active; S. cerevisiae aged cells, superoxide DHE fluorescence; active compounds read low; superoxide response (% of plate mean), % at 10 µM;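 active = superoxide response under a set limit, about three screen SD below normal, cut at about 65% in these data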;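 note: yeast aged for seven days with compound at 30 °C before DHE staining; 100% = average MFI of all compound-treated wells on the plate with controls excluded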
# * = called active by the depositor; x = not tested or not shown.
smiles	TPT1 inhibitor	GASC-1 inh	ZTA counter	PP1 inh	PP5 primary	EBNA-1 inhibitor	core dimer inh	Fh CTSL1 inh	Yeast superoxide
COc1ccc(Cl)cc1C(=O)NNC(=O)COC(=O)CCN=C1NS(=O)(=O)c2ccccc21	-3	0	0	-5	0.1	0	-2	-7	83
Cc1cc(C)nc(SCc2csc(N)n2)n1	0	x	-8	-1	1.9	-2	-4	-2	100
O=C(CCCN1C(=O)/C(=C/c2ccco2)SC1=S)Nc1cccc(C(=O)O)c1	12	-11	-12	2	0.8	-2	2	-1	110
Cc1ccc(NC(=O)C(CC(=O)O)C2CCCO2)c(C)c1 (configuration not stated)	0	1	2	-3	-0.7	5	1	3	90
O=C(COC(=O)c1nc(Cl)ccc1Cl)Nc1ccc(Cl)cn1	x	1	-4	-1	2.0	x	x	x	92
C[C@@H](CN1CCC(Cc2ccccc2)CC1)[C@@H](O)c1ccc(O)cc1	0	x	1	-2	1.7	-3	-6	3	107
CCN(CC)CCOc1cccc(C(C)C)c1	-3	4	13	-6	0.4	1	0	-2	100
Nn1c(-c2ccco2)n[nH]c1=S	1	7	-4	-2	0.3	1	-5	5	94
CC(C)C(NS(=O)(=O)c1ccc2c(c1)C(C)(C)C(=O)N2C)C(=O)NCc1ccccc1Cl (configuration not stated)	-4	-5	6	-2	-0.1	-4	-2	1	88
COc1cccc(CNC(=O)C2CCCN(S(=O)(=O)c3cccc4nonc34)C2)c1 (configuration not stated)	-2	-14	11	-4	1.7	10	3	-2	124
COc1cc(OC)cc(OC(=O)c2ccc3c(=O)n4c(nc3c2)CCC4)c1	-2	-6	-7	-3	-1.2	2	12	6	111
CC(C)C1NC(=S)N(C2CCCCC2)C1=O (configuration not stated)	-1	-1	-19	1	2.2	-7	-5	-2	115

# Additional entries:
smiles	TPT1 inhibitor	GASC-1 inh	ZTA counter	PP1 inh	PP5 primary	EBNA-1 inhibitor	core dimer inh	Fh CTSL1 inh	Yeast superoxide
Cc1cc(C(=O)NC(Cc2c[nH]c3ccccc23)C(=O)O)c(C)o1 (configuration not stated)	0	7	16	-3	-0.3	8	3	-1	106
O=c1oc(-c2ccccc2[N+](=O)[O-])nc2ccccc12	2	0	2	-1	1.0	2	3	0	94
COC(=O)c1sc(NC(=O)c2c(C)noc2C)nc1C	-1	-4	-4	-2	1.8	-2	-5	-1	107
Cc1cc(C)c(C)c(S(=O)(=O)N2CCN(C(=O)C3CSC4(C)CCC(=O)N34)CC2)c1C (configuration not stated)	1	-1	3	-1	0.3	-3	1	0	99
N#Cc1c(NC(=O)c2ccc([N+](=O)[O-])o2)sc2c1CCC2	2	-4	12	7	3.7	-14	-20	3	104
CCc1ccc(S(=O)(=O)N(C(=O)c2ccncc2)c2ccc(OC(=O)c3ccncc3)cc2)cc1	-4	4	6	2	-1.1	2	14	-2	97
CSc1nc2ccc(NC(=O)C3CC(=O)N(Cc4ccccc4)C3)cc2s1 (configuration not stated)	2	15	10	1	0.9	3	7	5	121
COC(=O)c1[nH]c2ccccc2c1NC(=O)CN1CCN(C(=O)c2ccco2)CC1	-2	-7	11	1	-0.3	-2	-4	-3	96
COc1cc(C(=O)Nc2ccc3c(c2)C(=O)c2ccccc2C3=O)cc(OC)c1OC	0	-6	-14	-2	-0.6	-6	9	2	89
Nn1c(SC/C=C/c2ccccc2)nnc1-c1ccncc1	3	0	4	3	-1.7	-6	-2	-3	102
Cc1ccc2c(c1)N(CC(=O)N1CCCCC1)C(=O)C(C)O2 (configuration not stated)	-1	6	2	1	2.0	11	0	-1	104
O=C(NCc1ccncc1)C1CCN(S(=O)(=O)c2cc(Cl)ccc2Cl)CC1	0	-4	-1	0	0.7	-4	-1	-1	100

# Remaining list, next part:
smiles	TPT1 inhibitor	GASC-1 inh	ZTA counter	PP1 inh	PP5 primary	EBNA-1 inhibitor	core dimer inh	Fh CTSL1 inh	Yeast superoxide
O=C(COC(=O)c1ccccc1-n1cnnn1)c1ccccc1	5	13	-1	-4	0.3	-3	-4	3	97
O=C(c1cn(-c2ccccc2)nc1-c1ccc(F)cc1)N1CCOCC1	0	-4	-4	-4	0.1	0	-2	-1	98
CC(=O)n1cc([C@@H]2C=C(C(=O)NCc3ccccc3)O[C@H](OCc3ccc(CO)cc3)C2)c2ccccc21	0	7	-5	-1	-0.5	-9	10	0	100
COc1ccccc1NC(=O)c1nnn(CC(=O)Nc2cc(C)cc(C)c2)c1N	-3	6	1	-2	-2.7	-7	18	-3	74
O=C(N/N=C/c1oc(O)c2ccccc12)c1ccccc1	0	-4	3	-1	3.4	-5	-3	0	104
Cc1ccccc1Nc1c(-c2ccncc2)nc2ccc(Cl)cn12	0	-4	-5	-1	1.6	-15	2	-2	103
C=CCN(C(=O)CCC(=O)Nc1cc(C)on1)C(C(=O)NC1CCCC1)c1ccc(OC)cc1OC (configuration not stated)	1	0	-3	-2	2.2	-3	6	-2	94
Cc1ccc(CCC(=O)Nc2ccc(N(C)C)cc2)o1	1	4	8	-1	-1.9	0	5	-3	99
CCNc1nc(NCC)nc(OCCOC(=O)COc2ccc(Cl)cc2Cl)n1	-1	2	-14	-1	2.2	3	6	-6	116
O=S(=O)(c1ccccc1)N(F)S(=O)(=O)c1ccccc1	x	4	-10	-5	-1.1	x	x	x	107
CCOC(=O)Cn1cc(C(=O)C(=O)N2CCOCC2)c2ccccc21	0	-5	9	-3	0.4	14	1	3	101
CC(C)[C@H](NC(=O)[C@@H]1CSC2c3ccccc3C(=O)N21)C(=O)NCc1ccncc1 (some centres not stated)	1	22	6	-6	-1.7	5	-1	2	107

# Additional structures:
smiles	TPT1 inhibitor	GASC-1 inh	ZTA counter	PP1 inh	PP5 primary	EBNA-1 inhibitor	core dimer inh	Fh CTSL1 inh	Yeast superoxide
COc1ccccc1Nc1nc(-c2ccc3c(c2)NC(=O)CO3)cs1	2	-2	9	-2	-0.1	-2	-11	2	107
CC(C)N(Cc1nccn1C)C(=O)CC1C(=O)NCCN1Cc1ccc(F)c(F)c1 (configuration not stated)	-9	-4	-28	0	1.4	0	2	8	98
Cc1cc(NC(=O)CN2CCN(S(=O)(=O)c3ccc(Cl)cc3)CC2)no1	2	5	-20	-9	-0.7	-3	-4	10	82
COc1cc(C2NC(C(=O)O)Cc3c2[nH]c2ccccc32)cc(OC)c1OC (configuration not stated)	3	0	6	-3	-1.2	10	-5	2	83
Cc1c(C=O)c2ccccn2c1C(=O)c1ccccc1Cl	3	-23	2	-2	2.6	-16	0	0	116
Cc1cnc2cc(Cl)c(Cl)cc2n1	2	-11	10	0	0.2	-18	1	1	102
Cc1noc(C)c1S(=O)(=O)N1CCC(C(=O)N2CCN(C(=O)c3ccco3)CC2)CC1	-1	-5	-2	-3	1.2	6	2	0	93
CCOc1c(Br)cc(C2NS(=O)(=O)N=C3CCCCCN32)cc1OC (configuration not stated)	-1	5	-5	1	-0.4	-4	14	-2	116
Cc1cccc(C)c1NC(=O)C(C)c1ccc(-c2ccccc2)c(F)c1 (configuration not stated)	-1	-1	-4	-3	4.1	-3	5	0	120
CCOCC(=O)Nc1sc2c(c1C(=O)OCC)CCCC2	-9	-3	13	-1	2.0	-1	6	3	93
Cc1ccc(-c2cc(C(F)F)nc3sc4c(=O)[nH]cnc4c23)cc1	x	7	-1	-1	0.2	x	x	x	91
O=C(COC(=O)c1ccc(Cl)nc1)Nc1ncc(Cl)cc1Cl	4	-26	13	-4	-0.2	3	2	-5	115

# Reprinted at random: two entries already listed.
smiles	TPT1 inhibitor	GASC-1 inh	ZTA counter	PP1 inh	PP5 primary	EBNA-1 inhibitor	core dimer inh	Fh CTSL1 inh	Yeast superoxide
COc1ccccc1Nc1nc(-c2ccc3c(c2)NC(=O)CO3)cs1	2	-2	9	-2	-0.1	-2	-11	2	107
CCOc1c(Br)cc(C2NS(=O)(=O)N=C3CCCCCN32)cc1OC (configuration not stated)	-1	5	-5	1	-0.4	-4	14	-2	116

# Further results:
smiles	TPT1 inhibitor	GASC-1 inh	ZTA counter	PP1 inh	PP5 primary	EBNA-1 inhibitor	core dimer inh	Fh CTSL1 inh	Yeast superoxide
O=C(NC1CC2CCCC(C1)N2C(=O)Nc1ccc(Cl)c(C(F)(F)F)c1)C1CC1 (configuration not stated)	-2	28	-14	0	4.3	-1	-9	4	96
CC1CCN(C(=O)c2cc(S(=O)(=O)N3CCOCC3)ccc2N2CCCC2)CC1	x	-5	5	-1	-1.2	x	x	x	104
Cc1ccc(NC(=O)C2CC2C)cc1S(=O)(=O)N1CCOCC1 (configuration not stated)	3	-18	2	-3	0.9	4	0	-1	97
CN(C)CCNc1ccc(Cl)cc1[N+](=O)[O-]	-2	10	5	-2	0.2	-6	-2	1	88
CN(C(=O)COC(=O)c1ccc(Cl)nc1)c1c(N)n(Cc2ccccc2)c(=O)[nH]c1=O	x	11	-5	-2	0.1	x	x	x	86
COc1cc2c(cc1OC)CN(c1nc(CN3CCCC3)nc3sc(C)c(C)c13)CC2	5	-8	4	-2	-0.7	-2	2	-1	92
COc1cc2nc(CN3CCN(S(=O)(=O)c4ccc(C)c(C)c4)CC3)[nH]c(=O)c2cc1OC	-3	-36	-14	-2	3.8	-1	1	-1	102
COc1cc(NC(=O)c2cccnc2)c(Cl)cc1NC(=O)c1ccc(Cl)cc1	0	7	-1	-4	-2.2	3	6	1	94
CC(C)NC(=O)CN1CCC(c2ccccc2)C(O)C1 (configuration not stated)	-2	-6	9	-4	-1.1	-7	3	2	92
Cc1ccc(C(C)C)c(OCC(O)CN2CCOCC2)c1 (configuration not stated)	-3	-1	4	-1	0.8	-8	3	3	140
CCCc1cc(=O)[nH]c(SCC(=O)Nc2cccc(S(=O)(=O)N3CCOCC3)c2)n1	x	2	-2	-2	2.2	x	x	x	91
CCOC(=O)CCCNC(=O)CSc1nc2ccc(OCC)cc2[nH]1	-1	5	5	1	-1.6	-1	-5	-4	102

# Next structures:
smiles	TPT1 inhibitor	GASC-1 inh	ZTA counter	PP1 inh	PP5 primary	EBNA-1 inhibitor	core dimer inh	Fh CTSL1 inh	Yeast superoxide
Cc1ccc(NC(=O)CN2CCCCCC2)cc1Br	-1	1	-25	-1	2.7	-5	-3	-5	101
OCCC1CN(Cc2ccc(Oc3ncccn3)cc2)CCN1CCc1ccccc1 (configuration not stated)	1	19	20	-2	-0.2	3	10	-5	76
COc1ccc(OC)c(Nc2nc(NCc3ccco3)c3ccccc3n2)c1	-2	0	0	10	4.2	-5	7	1	101
CCOC(=O)c1c(C)[nH]c(C2=NNC(=Nc3ccc(OCC)cc3)SC2)c1C	-6	24	-6	3	1.8	4	3	-1	95
COc1ccc2[nH]cc(CCNS(=O)(=O)Cc3ccccc3)c2c1	-4	5	-25	0	2.7	-12	-3	-1	96
O=C(OCc1ccc(Cl)cc1Cl)c1ccncc1	-6	8	-13	2	3.1	-7	-8	-4	100
CN(C)c1ccc(NC(=O)CN2C(=O)CC(c3ccccc3)=Nc3ccccc32)cc1	-5	15	1	3	0.2	9	-8	2	96
CCOc1ccc(NC(=O)c2cc3cc4ccc(OC)cc4nc3o2)cc1	-1	-3	3	-7	-1.0	29*	15	1	94
COc1ccc(OC)c(S(=O)(=O)N2CCCC(C(=O)NCc3ccccn3)C2)c1 (configuration not stated)	0	-9	-7	-4	2.8	-5	5	0	94
CCC(C)N(C(=O)CSc1nnc(C)n1C)C1CCS(=O)(=O)C1 (configuration not stated)	-4	-5	14	-3	-2.3	4	3	2	91
CCOc1cc(N2CCOCC2)c(OCC)cc1NC(=O)CN1C(=O)NC(CC(C)C)C1=O (configuration not stated)	0	0	-1	1	-1.1	1	-3	0	104
CC(NC(=O)c1ccco1)C(=O)N1CCCCC1 (configuration not stated)	-6	22	-9	-1	4.7	-3	-3	1	95
COc1ccc(Br)cc1CNC(=O)CCc1nc(-c2ccccc2F)no1	-3	0	-7	-1	1.8	6	1	-4	97
O=c1oc2ccccc2n1Cc1cccc(F)c1	9	5	-3	3	1.0	-4	-3	3	97

# Screening data: PubChem, several laboratories
